High-throughput results as filed in PubChem.
RAD54 inh: RAD54 (human) branch migration inhibition | Q92698 | RAD54 Holliday junction branch migration, FAM/BHQ fluorescence | inhibition, % at 10.4 µM | actives 0.14% (n = 360,000);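 active = mean normalized replicate activity at least 40 and at least half of replicates scoring 40 or more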;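 also: 0% = median of neutral control wells and 100% = median of positive control wells; inhibitors cause a drop in the FAM fluorescence signal; in these data hits start at about 50%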
XiGFP reactiv: X-chromosome reactivation activator. XiGFP mouse fibroblasts, % GFP-positive cells imaging, 3 d; cells co-treated with 5-aza-dC sensitizer; scaled so ellipticine positive control = 100%. activation, % at 7.58 µM. actives 0.055% (n = 360,000). AID 743238;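 active = mean normalized replicate activation at least 10% and every replicate at or above 10%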;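 also: 0% = median of on-plate neutral control wells and 100% = ellipticine 6 µM median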
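Material: XiGFP fibroblasts, SV40-immortalized; Buffer or medium: DMEM containing 5-aza-dC; Compound dosing: single point; Times: 3 days compound exposure.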
INS-1E GSIS act: GLuc luminescence reporter in INS-1E cells, primary screen for activators of glucose-dependent secretion of insulin; INS-1E GLuc reporter insulin secretion, 2-3 h; AID 743287; activation, % at 16.6 µM; actives 0.61% (n = 370,000);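 active = lowest replicate activation of at least 40%, so every replicate reaches that level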;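 also: 0% = median of neutral control wells and 100% = median of IBMX positive control wells; some compounds called inactive have numbers as strong as hits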
DENV2 CPE rescue: protects cells from dengue virus 2 cytopathic effect; DENV2-infected cells, cytopathic effect rescue, plate reader; CPE inhibition, % at 9.99 µM; actives 1.7% (n = 350,000); in the data active = CPE inhibition above about 20%, passing the limit was not always enough; tested in BHK-21 cells;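 also: 0% = median of neutral control wells and 100% = median of positive control wells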
E-selectin induc: induces E-selectin expression in human endothelial cells | activation, % at 7.58 µM | actives 0.37% (n = 260,000) | HUVEC E-selectin immunofluorescence imaging; normalized: neutral wells 0, TNF-alpha wells 100;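 active = mean E-selectin-positive cell signal at least 10% of the positive control, reached in at least 60% of replicates, without over 20% cell loss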;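 also: in these data hits start at about 27%; measured in HUVEC primary endothelial cells; signal is the percent of cells scored E-selectin positive by PE staining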
Target sequence (P16581 whole entry, looked up): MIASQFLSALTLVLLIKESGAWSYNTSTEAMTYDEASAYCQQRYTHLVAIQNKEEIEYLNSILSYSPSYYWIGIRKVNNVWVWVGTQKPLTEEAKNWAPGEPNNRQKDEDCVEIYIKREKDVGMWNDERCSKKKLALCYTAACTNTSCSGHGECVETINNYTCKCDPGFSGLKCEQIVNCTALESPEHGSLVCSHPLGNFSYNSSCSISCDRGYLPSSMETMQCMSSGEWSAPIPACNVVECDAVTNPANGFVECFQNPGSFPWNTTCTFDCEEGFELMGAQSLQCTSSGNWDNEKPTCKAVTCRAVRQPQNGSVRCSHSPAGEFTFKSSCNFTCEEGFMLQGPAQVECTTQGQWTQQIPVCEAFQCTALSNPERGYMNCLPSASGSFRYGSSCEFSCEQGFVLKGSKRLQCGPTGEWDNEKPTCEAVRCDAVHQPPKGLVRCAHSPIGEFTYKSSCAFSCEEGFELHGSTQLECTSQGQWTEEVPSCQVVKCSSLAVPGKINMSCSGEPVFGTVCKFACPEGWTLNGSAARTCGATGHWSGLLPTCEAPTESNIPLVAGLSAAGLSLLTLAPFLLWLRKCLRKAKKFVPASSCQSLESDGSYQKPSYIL
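Test system – human umbilical vein endothelial cells (HUVEC), E-selectin induction · Input – 3,000 HUVEC seeded per well · Buffer or medium – EGM-2, gelatin · Compound dosing – single-point compound dose · Detection – immunofluorescence imaging · Measure – percent E-selectin-positive cells · Controls – TNF-alpha high, DMSO low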
Casp6 inh: blocks human caspase-6 cleavage activity | P55212 | actives 0.53% (n = 350,000) | purified caspase-6, Z-VEID-R110 cleavage fluorescence | inhibition, % at 12.5 µM;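 active = mean inhibition across replicates at least about 35%, with every replicate also reaching that limit, limit read from the data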;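 also: 0% = median of neutral control wells and 100% = no fluorescence left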
RAD52 anneal inh: inhibitors of human RAD52 DNA annealing. P43351. recombinant RAD52 DNA annealing, FRET fluorescence. inhibition, % at 18.7 µM. actives 0.46% (n = 360,000). AID 651710;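 active = every replicate showing at least 50% inhibition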
Target sequence (P43351 whole entry, looked up): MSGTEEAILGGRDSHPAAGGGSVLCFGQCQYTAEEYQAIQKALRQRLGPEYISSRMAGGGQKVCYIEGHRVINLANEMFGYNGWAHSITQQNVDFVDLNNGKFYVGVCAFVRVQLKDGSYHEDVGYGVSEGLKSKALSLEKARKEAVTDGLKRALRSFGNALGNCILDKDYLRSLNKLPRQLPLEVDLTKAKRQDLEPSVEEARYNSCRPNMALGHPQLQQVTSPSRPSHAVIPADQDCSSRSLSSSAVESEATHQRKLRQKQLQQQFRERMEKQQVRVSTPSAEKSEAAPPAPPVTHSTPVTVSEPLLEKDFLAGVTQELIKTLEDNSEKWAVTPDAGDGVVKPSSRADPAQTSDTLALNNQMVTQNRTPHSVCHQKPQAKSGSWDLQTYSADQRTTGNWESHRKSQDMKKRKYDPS
CFTR F508del cor: CFTR F508del correction in bronchial cells. CFBE cells, YFP halide quenching; stimulated with forskolin plus potentiator P3; % fluorescence drop versus neutral controls. activity (quench increase), % at 7.58 µM. actives 0.36% (n = 350,000);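 active = mean added fluorescence quench of at least 8% versus neutral control, with both replicates also reaching 8%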;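 also: cells transiently co-express mutant CFTR-F508del with the halide-sensitive YFP; corrector assay measuring rescue of mutant channel to the surface after 24 h compound exposure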
Active calls of the source: *; . = not tested or not shown.

SMILES	RAD54 inh	XiGFP reactiv	INS-1E GSIS act	DENV2 CPE rescue	E-selectin induc	Casp6 inh	RAD52 anneal inh	CFTR F508del cor
CNC(=O)C[C@H]1CC[C@H]2[C@@H](COc3ccc(NC(=O)Nc4cccc(Cl)c4)cc3C(=O)N2C)O1	5	0.1	-9	-1	0.1	0	-2	0.7
COc1ccc(CCNC(=O)C(C)c2ccc([N+](=O)[O-])cc2)cc1 (stereo not given)	.	0.1	5	14	.	1	1	.
O=C(C[C@@H]1CC[C@H]2[C@@H](COC[C@H](O)CN2Cc2cc(F)ccc2F)O1)N[C@@H]1CCN(Cc2ccccc2)C1	6	0.1	-1	0	0.1	4	-4	-0.6
CC(C)(C)NC(=O)C1C(c2ccc(C(F)(F)F)cc2)=Nc2ccccc2N1C(=O)c1cccc2ccccc12 (stereo not given)	.	-0.1	-2	0	0.5	0	-21	-3.1
CC(=O)Nc1ccc(NC(=O)COc2ccc3c(c2)CCC3)cc1	.	0.3	10	-3	-0.1	-3	-4	1.0
CCCn1c(=S)[nH]c2cc(C(=O)N3CCN(C)CC3)ccc2c1=O	1	0.0	15	-7	0.0	3	0	-3.5
O=C(O)CC(Cc1ccccc1)(C(=O)O)c1ccccc1 (stereo not given)	11	0.0	9	3	1.4	6	-11	0.2
O=Cc1nccc2ccccc12	1	0.0	12	-3	0.1	4	-20	0.8
CCC(=O)N1[C@H](CO)[C@H](c2ccc(C3=CCCC3)cc2)C12CN(C(=O)COC)C2	.	0.0	-1	-3	0.0	-1	-18	1.3
O=C(C[C@@H]1CC[C@H]2[C@@H](COC[C@H](O)CN2Cc2ccccc2F)O1)NCc1ccccc1F	4	0.1	12	-2	0.0	-1	9	3.2
Cc1cc(C(=O)Nc2ccccc2C(=O)N2CCCCC2)ccc1[N+](=O)[O-]	-6	0.0	-6	-5	.	2	3	-3.9
COc1cccc(C(=O)O[C@H]2[C@H](Cc3ccccc3)NS(=O)(=O)[C@H]3C[C@@H]4C=C[C@]23O4)c1	5	0.7	.	14	0.2	-2	-11	1.9
CCCC(O)(c1ccc(Cl)cc1)C(CN1CCOCC1)c1ccc(Cl)cc1 (stereo not given)	-15	0.7	-58	-5	-0.1	2	-10	1.1
CC(C)Cn1c(C23CC4CC(CC(C4)C2)C3)n[nH]c1=S	1	0.2	4	-1	0.9	-4	1	-4.2
CN(C)/C=C1\NC(=S)N(c2ccc(Cl)cc2)C1=O	1	0.0	.	-11	-0.4	8	-37	2.4
COc1ccc(C(=O)NCCc2nnc3ccc(SCC(=O)N4CCOCC4)nn23)cc1	-1	-0.1	28	9	-0.1	1	-3	-1.4
CCC(C)NS(=O)(=O)c1ccc(NC(=O)C2CCCO2)cc1 (stereo not given)	.	0.0	33	8	.	3	-2	-1.1
COc1ccc(CN(C)C[C@@H]2Oc3c(NC(=O)C4CCCCC4)cccc3C(=O)N([C@@H](C)CO)C[C@H]2C)cc1	3	0.1	-15	-11	-0.2	-3	4	1.7
CN(C)CCCNCCCNC(=O)/C=N/O	-4	.	-1	11	.	-198	15	3.6
COc1cccc(-c2ccc([C@H]3[C@@H](CO)N4CCCCN(S(=O)(=O)c5cn(C)cn5)C[C@H]34)cc2)c1	-2	-0.1	-2	7	0.5	2	1	-0.9

Among those listed so far, these contain a nitro group on carbon:
SMILES	RAD54 inh	XiGFP reactiv	INS-1E GSIS act	DENV2 CPE rescue	E-selectin induc	Casp6 inh	RAD52 anneal inh	CFTR F508del cor
COc1ccc(CCNC(=O)C(C)c2ccc([N+](=O)[O-])cc2)cc1 (stereo not given)	.	0.1	5	14	.	1	1	.
Cc1cc(C(=O)Nc2ccccc2C(=O)N2CCCCC2)ccc1[N+](=O)[O-]	-6	0.0	-6	-5	.	2	3	-3.9

Next section
SMILES	RAD54 inh	XiGFP reactiv	INS-1E GSIS act	DENV2 CPE rescue	E-selectin induc	Casp6 inh	RAD52 anneal inh	CFTR F508del cor
COCCn1c(-c2ccc(C#N)cc2)nc2c1c(=O)[nH]c(=O)n2Cc1ccccc1	-4	-0.9	-10	1	2.8	2	-7	2.4
COc1ccc(-c2nc3cc(C)c(Br)c(C)n3c2Cc2cccc(F)c2)cc1OC	-1	0.1	8	5	1.1	-4	-7	1.4
Nc1ccc(N2CCOCC2)c2nonc12	4	0.0	-2	3	.	83*	-31	-1.8
C[C@H]1CN([C@@H](C)CO)S(=O)(=O)c2ccc(-c3ccncc3)cc2O[C@H]1CN(C)C(=O)C1CCC1	.	-1.2	5	.	0.8	.	.	0.8
COc1ccc(-c2csc(CCn3nc(C)cc3C)n2)cc1	.	0.0	-11	2	.	0	-5	-2.5
C[C@H]1CN([C@@H](C)CO)C(=O)Cc2cc(NC(=O)Cn3cnnn3)ccc2O[C@@H]1CN(C)Cc1ccc(-c2ccccc2)cc1	-6	0.0	-17	-5	-0.3	-2	-29	1.4
COc1ccc(S(=O)(=O)NC2CC(=O)N(c3ccc4c(c3)OCCO4)C2)cc1 (stereo not given)	.	0.4	11	-2	.	4	-7	-3.5
CC1CCCCC12NC(=O)N(CC(=O)c1ccc3c(c1)OCO3)C2=O (stereo not given)	.	0.2	11	-2	0.0	2	-14	0.8
CN(C)c1ccc(CNS(=O)(=O)c2ccc3c(c2)NC(=O)CS3)cc1	4	0.2	-5	-4	.	3	-14	-1.6
O=[N+]([O-])c1cccc(NC(=S)Nc2nc(-c3ccccc3Cl)cs2)c1	-5	0.3	-8	-4	-0.1	4	-1	3.0
C[C@H](CO)N1C[C@H](C)[C@H](CN(C)S(=O)(=O)c2cccs2)Oc2ncc(C#Cc3ccc(F)cc3)cc2C1=O	-3	-0.1	-10	1	1.0	-8	8	0.1
O=C(c1ncc[nH]1)c1ccccc1C(=O)N1CCOCC1	-6	.	14	12	.	1	-2	-3.5
Nc1ccc(S(=O)(=O)Nc2nccc(/C=C/c3ccccc3F)n2)cc1	.	0.0	-7	-4	.	2	-11	2.8
O=C(CNC(=O)c1cccc(F)c1)N/N=C/c1cc(Br)ccc1OCc1ccccc1	.	0.2	-6	-7	.	0	-4	-4.1
O=Cc1cn(CC(O)CN2CCCCC2)c2ccccc12 (stereo not given)	.	0.0	7	-3	.	-3	-3	-4.1
Cc1noc(C)c1S(=O)(=O)Nc1ccc2c(c1)C(=O)N([C@H](C)CO)C[C@@H](C)[C@@H](CN(C)S(=O)(=O)c1cccs1)O2	-3	-1.0	-4	-10	-0.2	1	-5	-1.9
C[C@@H]1CN([C@@H](C)CO)C(=O)c2cc(N(C)C)ccc2O[C@@H](C)CCCCO[C@@H]1CN(C)C	-5	0.6	2	-11	0.2	-38	-3	3.0
Cc1ccc(/C=N\NC(=O)C2CN(S(=O)(=O)c3ccccc3)CCN2S(=O)(=O)c2ccccc2)cc1 (stereo not given)	-2	0.0	1	.	.	-1	-9	-3.2
O=S(=O)(c1ccccc1F)N1CCN(CCc2ccccc2)CC1	-17	0.3	-32	-3	-0.2	-2	0	-2.5
C=CCSc1nc2sc(C)c(C)c2c(=O)[nH]1	-8	0.1	-1	19	0.4	0	-39	-1.2

Twelve entries from above, arranged by length of the SMILES, rising.
SMILES	RAD54 inh	XiGFP reactiv	INS-1E GSIS act	DENV2 CPE rescue	E-selectin induc	Casp6 inh	RAD52 anneal inh	CFTR F508del cor
O=Cc1nccc2ccccc12	1	0.0	12	-3	0.1	4	-20	0.8
C=CCSc1nc2sc(C)c(C)c2c(=O)[nH]1	-8	0.1	-1	19	0.4	0	-39	-1.2
COc1ccc(-c2csc(CCn3nc(C)cc3C)n2)cc1	.	0.0	-11	2	.	0	-5	-2.5
CCCn1c(=S)[nH]c2cc(C(=O)N3CCN(C)CC3)ccc2c1=O	1	0.0	15	-7	0.0	3	0	-3.5
CCCC(O)(c1ccc(Cl)cc1)C(CN1CCOCC1)c1ccc(Cl)cc1 (stereo not given)	-15	0.7	-58	-5	-0.1	2	-10	1.1
COc1ccc(CCNC(=O)C(C)c2ccc([N+](=O)[O-])cc2)cc1 (stereo not given)	.	0.1	5	14	.	1	1	.
COc1ccc(C(=O)NCCc2nnc3ccc(SCC(=O)N4CCOCC4)nn23)cc1	-1	-0.1	28	9	-0.1	1	-3	-1.4
COc1ccc(S(=O)(=O)NC2CC(=O)N(c3ccc4c(c3)OCCO4)C2)cc1 (stereo not given)	.	0.4	11	-2	.	4	-7	-3.5
CCC(=O)N1[C@H](CO)[C@H](c2ccc(C3=CCCC3)cc2)C12CN(C(=O)COC)C2	.	0.0	-1	-3	0.0	-1	-18	1.3
C[C@H]1CN([C@@H](C)CO)S(=O)(=O)c2ccc(-c3ccncc3)cc2O[C@H]1CN(C)C(=O)C1CCC1	.	-1.2	5	.	0.8	.	.	0.8
COc1cccc(C(=O)O[C@H]2[C@H](Cc3ccccc3)NS(=O)(=O)[C@H]3C[C@@H]4C=C[C@]23O4)c1	5	0.7	.	14	0.2	-2	-11	1.9
O=C(C[C@@H]1CC[C@H]2[C@@H](COC[C@H](O)CN2Cc2cc(F)ccc2F)O1)N[C@@H]1CCN(Cc2ccccc2)C1	6	0.1	-1	0	0.1	4	-4	-0.6

The results go on:
SMILES	RAD54 inh	XiGFP reactiv	INS-1E GSIS act	DENV2 CPE rescue	E-selectin induc	Casp6 inh	RAD52 anneal inh	CFTR F508del cor
CC1=C(C(=O)OCc2ccccc2)C(c2ccccc2OS(=O)(=O)c2ccccc2[N+](=O)[O-])NC(=O)N1CCCC(=O)O (stereo not given)	.	0.5	1	-7	0.4	3	-14	1.7
COc1cccc(NS(=O)(=O)c2ccc3c(c2)C2C=CCC2C(c2ccc(C(=O)O)cc2)N3)c1 (stereo not given)	.	0.0	-2	.	-0.7	.	.	0.2
Cc1ccc(-n2c(-c3ccc(Cl)cc3)n[nH]c2=S)cc1	-14	0.0	-3	8	.	1	-2	1.4
C[C@@H]1CCCCO[C@H](CN(C)C(=O)c2ccccc2)[C@@H](C)CN([C@H](C)CO)C(=O)c2cc(NS(=O)(=O)c3ccc(Cl)cc3)ccc2O1	4	0.3	-8	4	0.0	1	6	-3.1
N=c1oc2cc(O)ccc2cc1C(=O)Nc1ccc(Br)cc1	2	-0.1	2	2	.	2	-6	4.0
N#CCc1ccc(NC(=O)c2ccc(S(=O)(=O)N3CCCC3)cc2)cc1	1	0.2	-3	-4	.	1	-9	0.4
NC(=O)c1ccc(NC(=O)CS(=O)(=O)c2cn(CC(=O)N3CCCC3)c3ccccc23)cc1	1	-0.1	17	4	-0.2	6	-1	3.4
CCNC(=O)[C@H]1[C@H](CO)[C@H]2Cn3c(ccc(-c4ccc(OC)cc4)c3=O)[C@@H]1N2CC	4	1.3	11	79*	1.7	-1	-1	-1.3
CCOC(=O)C1CCN(C(=O)c2cccc(NS(=O)(=O)c3ccc(F)c(F)c3)c2)CC1	5	0.4	11	-1	0.1	0	-36	1.5
CCOC(=O)c1sc(NC(=O)C2CC(=O)N(c3ccccc3C)C2)nc1C (stereo not given)	11	0.3	-6	1	-0.1	1	-6	-0.6
Cc1ccc(CNC(=O)CCc2cn(C)c3ccccc23)cc1	5	0.1	6	-2	.	0	-7	-0.3
O=c1cc(C2CCCCC2)[nH]c(=O)[nH]1	-10	0.0	17	11	-0.3	2	-7	-3.3
COc1ccc(S(=O)(=O)N2CCCCCC2)cc1NC(=O)Cc1n[nH]c(=O)c2ccccc12	.	-0.1	-2	-6	-0.1	1	-9	0.4
